Source: PubChem BioAssay (Broad Institute)
CASP6 VEID inh – caspase-6 (human) enzyme inhibition. purified caspase-6, Z-VEID-R110 cleavage fluorescence. inhibition, % at 12.5 µM. actives 0.53% (n = 350,000). AID 686996;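 active = mean inhibition across replicates at least about 35%, with every replicate also reaching that limit, limit read from the data; inconclusive = only one of the two criteria met; inactive = neither criterion met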;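 note: 0% = median of neutral control wells and 100% = no fluorescence left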
Target sequence (P55212 24-179 limits assumed): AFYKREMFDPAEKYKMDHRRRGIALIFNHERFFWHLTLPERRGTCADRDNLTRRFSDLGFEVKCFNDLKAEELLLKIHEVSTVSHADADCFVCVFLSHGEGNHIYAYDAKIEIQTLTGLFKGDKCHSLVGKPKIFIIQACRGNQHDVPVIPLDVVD
Target sequence (P55212 194-293 limits assumed): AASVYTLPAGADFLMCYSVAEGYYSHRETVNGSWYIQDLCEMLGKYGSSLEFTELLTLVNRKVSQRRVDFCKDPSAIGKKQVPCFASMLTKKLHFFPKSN
GSIS activator – GLuc luminescence reporter in INS-1E cells, primary screen for activators of glucose-dependent secretion of insulin. activation, % at 16.6 µM. INS-1E GLuc reporter insulin secretion, 2-3 h. actives 0.61% (n = 370,000);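 active = lowest replicate activation of at least 40%, so every replicate reaches that level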;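 note: 0% = median of neutral control wells and 100% = median of IBMX positive control wells; some compounds called inactive have numbers as strong as hits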
CFTR F508del cor – correctors of CFTR F508del function in bronchial epithelial cells; CFBE cells, YFP halide quenching; stimulated with forskolin plus potentiator P3; % fluorescence drop versus neutral controls; activity (quench increase), % at 7.58 µM; actives 0.36% (n = 350,000); AID 720511;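 active = mean added fluorescence quench of at least 8% versus neutral control, with both replicates also reaching 8%; inconclusive = only one of the mean or replicate conditions met; inactive = mean below 8% and not both replicates reaching 8%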;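 note: cells transiently co-express mutant CFTR-F508del with the halide-sensitive YFP; corrector assay measuring rescue of mutant channel to the surface after 24 h compound exposure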
Xi reactivation – reactivates the inactive X chromosome in mouse fibroblasts; XiGFP mouse fibroblasts, % GFP-positive cells imaging, 3 d; cells co-treated with 5-aza-dC sensitizer; scaled so ellipticine positive control = 100%; activation, % at 7.58 µM; actives 0.055% (n = 360,000); AID 743238;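 active = mean normalized replicate activation at least 10% and every replicate at or above 10%; inconclusive = only one of the two criteria met; inactive = mean below 10% and not all replicates reach 10%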;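 note: 0% = median of on-plate neutral control wells and 100% = ellipticine 6 µM median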
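Material: XiGFP fibroblasts, SV40-immortalized. Buffer or medium: DMEM plus 5-aza-dC sensitizer. Compound: single concentration per compound, delivered by pin transfer. Times: 3 days compound exposure. Controls: ellipticine 6 µM.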
RAD52 anneal inh – inhibitors of human RAD52 DNA annealing; P43351; recombinant RAD52 DNA annealing, FRET fluorescence; inhibition, % at 18.7 µM; actives 0.46% (n = 360,000); AID 651710;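 active = every replicate showing at least 50% inhibition; inconclusive = mean inhibition at least 50% but not in every replicate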
RAD54 branch – inhibitors of human RAD54 branch migration; Q92698; RAD54 Holliday junction branch migration, FAM/BHQ fluorescence; inhibition, % at 10.4 µM; actives 0.14% (n = 360,000); AID 602329;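 active = mean normalized replicate activity at least 40 and at least half of replicates scoring 40 or more; inconclusive = only one of the two criteria met; inactive = mean below 40 and under half of replicates reaching 40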;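 note: 0% = median of neutral control wells and 100% = median of positive control wells; inhibitors cause a drop in the FAM fluorescence signal; in these data hits start at about 50%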
Target sequence (Q92698 whole entry, looked up): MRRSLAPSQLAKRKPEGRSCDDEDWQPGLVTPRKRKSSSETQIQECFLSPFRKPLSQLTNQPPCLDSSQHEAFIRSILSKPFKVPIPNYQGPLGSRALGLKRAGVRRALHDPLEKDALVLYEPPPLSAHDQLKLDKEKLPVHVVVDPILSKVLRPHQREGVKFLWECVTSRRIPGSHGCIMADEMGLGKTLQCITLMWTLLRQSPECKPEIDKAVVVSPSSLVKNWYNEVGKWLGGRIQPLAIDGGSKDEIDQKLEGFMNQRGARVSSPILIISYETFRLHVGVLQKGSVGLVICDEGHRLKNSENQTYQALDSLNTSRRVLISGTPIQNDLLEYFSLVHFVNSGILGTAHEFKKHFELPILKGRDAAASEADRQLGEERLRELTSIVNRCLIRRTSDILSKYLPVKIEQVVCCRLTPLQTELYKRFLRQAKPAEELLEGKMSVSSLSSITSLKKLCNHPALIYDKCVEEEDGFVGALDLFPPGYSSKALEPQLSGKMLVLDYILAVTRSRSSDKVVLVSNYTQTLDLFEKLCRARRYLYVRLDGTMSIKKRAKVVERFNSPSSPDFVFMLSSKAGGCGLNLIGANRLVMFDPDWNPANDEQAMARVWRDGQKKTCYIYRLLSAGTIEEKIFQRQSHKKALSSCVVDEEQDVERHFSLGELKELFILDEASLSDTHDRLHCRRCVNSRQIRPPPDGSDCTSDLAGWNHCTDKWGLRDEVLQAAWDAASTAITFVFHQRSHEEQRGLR
DENV2 CPE rescue – DENV2-induced cell death inhibition. actives 1.7% (n = 350,000). CPE inhibition, % at 9.99 µM. DENV2-infected cells, cytopathic effect rescue, plate reader. AID 651640; in the data active = CPE inhibition above about 20%, passing the limit was not always enough; inconclusive = no clear call, values can overlap the other calls; tested in BHK-21 cells;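 note: 0% = median of neutral control wells and 100% = median of positive control wells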
E-sel inducer – induces E-selectin expression in human endothelial cells. P16581. HUVEC E-selectin immunofluorescence imaging; normalized: neutral wells 0, TNF-alpha wells 100. activation, % at 7.58 µM. actives 0.37% (n = 260,000);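 active = mean E-selectin-positive cell signal at least 10% of the positive control, reached in at least 60% of replicates, without over 20% cell loss; inconclusive = no rule given, readout overlaps actives, possibly toxicity-flagged; inactive = the rest, including those meeting only one limit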;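 note: in these data hits start at about 27%; measured in HUVEC primary endothelial cells; signal is the percent of cells scored E-selectin positive by PE staining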
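assay system = HUVEC, human umbilical vein endothelial cells | input = 3,000 HUVEC seeded per well | medium = EGM-2 growth medium on 0.1% gelatin-coated wells | dosing = one compound dose added by pin transfer | signal = immunofluorescence imaging | read-out basis = % PE-positive cells | control set = TNF-alpha, DMSO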
The depositor's hits bear a star; ? = inconclusive; / = not tested or not shown.

Results follow in this order: CASP6 VEID inh, GSIS activator, CFTR F508del cor, Xi reactivation, RAD52 anneal inh, RAD54 branch, DENV2 CPE rescue, E-sel inducer
- Cc1ccc2c(cnn2C(=O)CCC(=O)NCc2cccc(Cl)c2)c1
→ -2, 1, 0.1, -0.1, -12, 3, 11, 0.0
- O=C(COC(=O)Cc1cccs1)Nc1cc(S(=O)(=O)N2CCOCC2)ccc1Cl
→ -1, /, -3.1, 0.0, -31, 5, -5, -0.3
- C=CCc1ccc(OCCCNC2CCCC2)c(OC)c1
→ -5, 8, 2.2, 0.0, -6, 12, 5, -0.1
- C[C@H]1CN([C@@H](C)CO)C(=O)c2cccc(NS(=O)(=O)c3ccc(Cl)cc3)c2O[C@H]1CN(C)Cc1ccc(C(F)(F)F)cc1
→ 1, -22, -1.8, 0.1, -14, -3, 20, -0.1
- CCC(=O)N1[C@@H]2c3cccc(=O)n3C[C@@H]2[C@@H](CO)[C@@H]1C(=O)NC1CCCC1
→ 0, 1, 0.6, 0.0, 17, /, 1, -0.3
- CNC[C@@H]1Oc2cc(C#Cc3cccc(OC)c3)ccc2S(=O)(=O)N([C@@H](C)CO)C[C@H]1C
→ -1, 10, 0.3, -1.4, 4, -1, 11, -0.3
- CCOC(=O)N1CCN(C(=O)c2ccc(NS(=O)(=O)c3ccc(C)cc3)cc2)CC1
→ -2, -12, 0.3, 0.6, -6, 2, -8, -0.6
- COc1ccc(C(CNC(=O)c2ccc(OCc3cscn3)cc2)N2CCCC2)cc1 (configuration not stated)
→ -2, /, 2.9, 0.4, -62, -12, 2, 1.1
- COc1cccc(CNC23CC4CC(CC(C4)C2)C3)c1OCc1ccccc1
→ 3, -47, -1.1, 0.0, 17, 17, 4, 0.2
- Cc1ccccc1C(=O)NC(C)C(c1cccs1)N1CCOCC1 (configuration not stated)
→ 1, 6, 4.5, 0.2, -11, 7, -8, /
- Nc1cc(-c2ccc(Br)cc2)nn1S(=O)(=O)c1cccc2nsnc12
→ 2, 7, -0.1, 0.0, -6, -4, -11, 2.9
- CO[C@@H]1CN(C)C(=O)c2cc(NS(=O)(=O)CC(F)(F)F)ccc2OC[C@H](C)N(CC2CCCCC2)C[C@@H]1C
→ /, -9, -4.6, 0.1, 6, -23, 5, -0.2
- O=C(CCN1CCCCC1)NCC[C@@H]1CC[C@H](NC(=O)C2CCCC2)[C@@H](CO)O1
→ -3, 8, 1.0, 0.6, -1, -16, 3, 0.0
- CC(=O)C1=C(O)C(=O)N(c2ccc(O)cc2)C1c1ccc(F)cc1 (configuration not stated)
→ 4, /, -2.0, 0.2, -9, -2, 1, ?
- Cc1c(C)n(C)c2ccc(C(=O)NCc3cccs3)cc12
→ 0, 4, 1.5, 0.0, -19, 3, -3, 0.4
- C[C@H](CO)N1C[C@H](C)[C@@H](CN(C)Cc2ccc(C(=O)Nc3ccccc3N)cc2)Oc2ccc(NS(=O)(=O)c3ccc(F)cc3)cc2C1=O
→ -2, 10, 1.4, -1.1, 3, 4, -7, /
- Cc1ccc(S(=O)(=O)CCC(=O)Nc2ccccc2N2CCCC2)cc1
→ 0, 24, -1.7, 0.0, -14, -4, -5, -0.3
- CNC(=O)C(NC(=O)Nc1ccc(C)cc1)C(C)(C)C (configuration not stated)
→ 2, 4, 0.8, 0.0, -22, 10, -9, /
- CCc1ccc(OCc2nnc(SCC(=O)N3CCOCC3)o2)cc1
→ -4, -3, 2.0, 0.1, -13, /, 1, -0.6
- CCN(CC)S(=O)(=O)c1cccc(NC(=O)COC(=O)c2cncc(Br)c2)c1
→ 0, -49, -1.9, 0.2, -20, -3, -2, -0.3
- CNC(=O)C[C@@H]1CC[C@H]2[C@H](COc3ccc(NC(=O)Nc4cccc(F)c4)cc3C(=O)N2C)O1
→ /, -2, -0.2, 0.2, /, 0, 14, 0.1
- COc1ccc(C2=Nc3ccccc3N(C(=O)c3ccc4c(c3)OCO4)C2C(=O)Nc2c(C)cccc2C)cc1 (configuration not stated)
→ 12, -8, 4.3, 0.0, -45, /, -11, 0.0
- CN(CC(=O)Nc1c(Cl)cccc1Cl)C(=O)c1sccc1-c1ccccc1
→ 1, 7, -0.7, 0.3, -10, /, 0, -0.2
- COC(=O)C[C@H]1CC[C@H]2[C@@H](COC[C@@H](O)CN2S(=O)(=O)c2ccccc2C)O1
→ 0, 7, -2.6, -0.2, 3, 6, 13, 0.0
- COc1cccc(-c2ccc([C@@H]3[C@H]4CN(C(=O)C5CCC5)CC(=O)N4[C@H]3CO)cc2)c1
→ 2, -3, 1.7, 0.2, 5, /, 12, 0.2
- C[C@H](c1ccccc1)N1C[C@H](COCc2ccccc2)Oc2cc(N3CCC[C@H]3CO)ccc2S1(=O)=O
→ -2, 5, 0.5, 0.2, -28, /, -6, 0.0
- COCCN1Cc2cccc(C(=O)Nc3ccc4c(c3)OCCO4)c2C1=O
→ -2, 9, 3.2, 0.2, -5, 3, -5, -0.1
- C=CCn1c(SCC(=O)NC2CCCC2)nnc1-c1cccnc1
→ 1, -1, 0.3, 0.1, -3, 5, ?, /
- COc1ccc(NC(=O)Nc2ccc3c(c2)CC(=O)N([C@H](C)CO)C[C@@H](C)[C@@H](CN(C)Cc2ccncc2)O3)cc1
→ 0, 7, -2.3, 0.3, 2, -9, ?, /
- Cc1ccc2c(C)c(C(=O)N(Cc3ccc(F)cc3)C3CCS(=O)(=O)C3)oc2c1 (configuration not stated)
→ /, 5, 2.8, 0.0, -5, 1, 0, /

The closing 3 compounds of the part before lead into the next.
Results follow in this order: CASP6 VEID inh, GSIS activator, CFTR F508del cor, Xi reactivation, RAD52 anneal inh, RAD54 branch, DENV2 CPE rescue, E-sel inducer
- C=CCn1c(SCC(=O)NC2CCCC2)nnc1-c1cccnc1
→ 1, -1, 0.3, 0.1, -3, 5, ?, /
- COc1ccc(NC(=O)Nc2ccc3c(c2)CC(=O)N([C@H](C)CO)C[C@@H](C)[C@@H](CN(C)Cc2ccncc2)O3)cc1
→ 0, 7, -2.3, 0.3, 2, -9, ?, /
- Cc1ccc2c(C)c(C(=O)N(Cc3ccc(F)cc3)C3CCS(=O)(=O)C3)oc2c1 (configuration not stated)
→ /, 5, 2.8, 0.0, -5, 1, 0, /
- CC(C)C#Cc1ccc2c(c1)O[C@H](CN(C)C(=O)Nc1ccccc1)[C@@H](C)CN([C@@H](C)CO)S2(=O)=O
→ 2, -20, -1.9, -0.1, 3, -4, -4, /
- O=C(NS(=O)(=O)N1CCOCC1)C1=C(N2CCCC2)COC1=O
→ -1, -15, 0.3, 0.0, -6, 2, ?, 0.0
- COc1ccc(NC(=O)Nc2ccc3c(c2)C(=O)N([C@@H](C)CO)C[C@@H](C)[C@H](CN(C)C(=O)Nc2cccc4ccccc24)OCCCC[C@@H](C)O3)cc1
→ -3, 10, -1.4, 0.3, 0, -10, -4, -0.2
- COc1ccc(F)cc1C(=O)C1CCCN(C(=O)c2cccc(N(C)C)c2)C1 (configuration not stated)
→ 3, -5, 1.0, -0.2, -9, /, -2, -0.3
- CC(C)(C)OC(=O)N1Cc2ccccc2C[C@H]1C(=O)NCC(=O)NC1CCCCC1
→ 4, -15, 2.8, 0.3, -7, 1, 4, /
- COc1ccc(Cl)cc1NC(=O)CN(C)C(=O)c1ccc(OCc2ccccc2)c(OC)c1
→ 3, -33, -6.5, 0.0, -12, /, -6, -0.1
- C[C@@H]1CN([C@@H](C)CO)S(=O)(=O)c2ccc(C#CC3CC3)cc2O[C@@H]1CN(C)C(=O)Cc1ccncc1
→ -4, -8, -1.6, 0.0, -25, -6, 17, -0.2
- CCOC(=O)c1ccc(NC(=O)CSc2nnc(Cc3cccs3)n2C)cc1
→ -1, -10, /, /, 1, -5, /, /
- CCCOc1ccc(CN(CCO)CCO)cc1[N+](=O)[O-]
→ -4, 2, -0.6, 0.0, -14, /, 2, /
- Cc1ccc(Cn2c(=O)cc(C(=O)O)c3ccccc32)cc1
→ 4, 8, -0.3, /, -3, 5, -2, /
- CN(C)C(=O)c1cccc(-c2ccccc2[C@H]2[C@@H](C#N)N(C(=O)C3CC3)[C@@H]2CO)c1
→ 2, 3, -0.8, 0.1, 3, /, 69*, 0.0
- CC(=O)N1c2ccc(S(=O)(=O)N3CCC(C(=O)Nc4cccc(C(F)(F)F)c4)CC3)cc2CC1C (configuration not stated)
→ 1, -44, 0.9, 0.0, 4, -1, 3, /
- COC(=O)C[C@@H]1CC[C@@H](NC(=O)C2CCC2)[C@@H](CO)O1
→ /, 13, 0.5, 0.6, 4, /, 1, -0.2
- CCNC(=O)C[C@H]1CC[C@H]2[C@@H](COc3ccc(NC(=O)c4cc(C)on4)cc3C(=O)N2C)O1
→ -4, -3, -1.7, 0.0, 6, 4, 6, 0.4
- COc1ccc(OC)c(CCNC(=O)CCCC(=O)n2ncc3cc(C)ccc32)c1
→ 0, -22, 4.8, 0.4, -1, -7, 1, 4.4
- Cc1cccc(-n2c(=O)c3c4c(sc3n3c(=S)[nH]nc23)CCC4)c1
→ 1, 1, -0.5, 0.0, -6, /, 2, /
- Cc1ccccc1-n1nnnc1SCCCC(=O)c1ccc(F)cc1
→ 1, 3, -3.0, 0.0, -11, 7, 0, /
- CCOC(=O)c1sc(-c2cccc([N+](=O)[O-])c2)cc1N
→ 3, /, -2.5, 0.0, -8, /, 7, 4.7
- CCOc1ccc(N(CC(=O)NC2CCCCC2)C(=O)CCC(=O)Nc2nc(C)cs2)cc1
→ -2, -1, 0.2, 0.5, -16, -12, -7, /
- O=C(Nc1ccccc1F)N1C[C@H]2[C@@H](c3ccccc31)[C@H](CO)N2C(=O)Cc1ccccc1
→ -4, -4, -1.3, 0.3, -13, 1, -8, 0.3
- COc1ccc(C#Cc2cnc3c(c2)C(=O)N([C@H](C)CO)C[C@H](C)[C@H](CN(C)C(=O)CN(C)C)O3)cc1
→ 0, 4, -0.9, -1.0, 34, 10, 6, 0.2
- O=C(Nc1cccc(S(=O)(=O)NC2=NCCC2)c1)c1ccccc1OC(F)F
→ 3, -2, -1.3, 0.0, -8, 4, -5, /
- Cc1cccc(/C=C2\Sc3ccc(C(=O)N4CCC(C(N)=O)CC4)cc3N(C)C2=O)c1
→ -1, -9, -0.4, -0.1, -9, 2, -4, /
- CC(C)C(NC(=O)CCNC(=O)c1ccccc1Cl)c1nc2ccccc2[nH]1 (configuration not stated)
→ -2, 23, 1.9, -0.1, -1, 13, -3, -1.7
